RGS8-Gao reg = RGS8-Galphao binding modulators, primary screen, biochemical, multiplexed bead flow cytometry; response (percent of control binding), % at 10 µM; actives 0.34% (n = 220,000); AID 1423, 2008; actives lie on both sides; in the data active = response below about 60% or above about 140%; inactive = in between;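 note: Galphao activated as the GDP aluminium fluoride complex binding bead-coupled RGS8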
Target sequence (P09471 whole entry, looked up): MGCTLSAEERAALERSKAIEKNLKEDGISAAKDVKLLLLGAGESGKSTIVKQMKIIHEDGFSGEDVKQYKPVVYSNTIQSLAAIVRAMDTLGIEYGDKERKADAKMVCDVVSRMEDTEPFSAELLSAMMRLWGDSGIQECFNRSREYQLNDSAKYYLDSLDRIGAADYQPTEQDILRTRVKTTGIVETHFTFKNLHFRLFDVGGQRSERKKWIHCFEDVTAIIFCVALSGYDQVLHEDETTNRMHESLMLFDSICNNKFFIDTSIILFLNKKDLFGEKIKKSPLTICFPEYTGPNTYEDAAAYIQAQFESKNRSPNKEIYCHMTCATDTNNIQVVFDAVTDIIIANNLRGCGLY
GSH bead fluor = compound fluorescence on glutathione beads, profiling panel, artefact control, biophysical, 488/530 nm, flow cytometry | GSH beads flow cytometry, compound fluorescence 488/530 nm; hits give high values | actives 0.25% (n = 190,000) | fluorescence (KMESF) at 10 µM; in the data active = fluorescence above about 89;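 note: glutathione beads carrying GST-tagged Bcl family fusion proteins plus one bare bead set; values are compound well signal with DMSO vehicle wells as background; inactives centre near 16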
Bfl-1 Bim block = inhibitors of Bim binding to Bfl-1, primary screen, biochemical, multiplexed, bead-based flow cytometry; Bcl-2-related protein A1 (Homo sapiens), Q16548; Bim-Bfl-1 binding inhibition; AID 1008, 2008; actives 0.12% (n = 190,000); inhibition, % at 10 µM;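 note: 0% = wells without compound plus tracer and 100% = blocker peptide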
Bcl-XL Bim block = inhibitors of Bim-Bcl-XL binding, primary screen, biochemical, multiplexed, bead flow cytometry, human Bcl-XL | Bcl-2-like protein 1 (Homo sapiens), Q07817 | Bim peptide-Bcl-XL binding, fluorescence | inhibition, % at 10 µM | actives 0.04% (n = 190,000)
RGS7-Gao = RGS7-Galphao binding modulators, primary screen, biochemical, multiplexed bead flow cytometry | binding response (% of control), % at 10 µM | actives 0.35% (n = 220,000) | actives lie on both sides | Guanine nucleotide-binding protein G(o) subunit alpha (Homo sapiens), P09471 | AID 1439, 2008; in the data active = binding response below about 49% or above about 150%; inconclusive = no clear call, values can overlap the other calls; inactive = in between;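 note: fluorescent Galphao held in activated GDP-AlF4 state binding bead-coupled RGS7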
ABCB1 block = ABCB1 efflux pump inhibitors, primary screen, cell-based, multiplex, flow cytometry, ABCG2 counter-screen | CCRF-Adr cells, JC-1 efflux | inhibition, % at 6.6 µM | actives 0.067% (n = 190,000) | AID 1326, 2008; in the data active = inhibition above about 40%;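 note: 0% = vehicle and 100% = reference inhibitor; higher value means more JC-1 retained so stronger ABCB1 efflux block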
ABCG2 inh = ABCG2 efflux pump inhibitors, primary screen, multiplex with ABCB1, IgMXP3 cells, flow cytometry; Broad substrate specificity ATP-binding cassette transporter ABCG2 (Homo sapiens), Q9UNQ0; actives 0.1% (n = 190,000); inhibition, % at 6.6 µM; AID 1325, 2008; JC-1 efflux;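 active = inhibition above 80%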;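 note: 0% = DMSO and 100% = nicardipine control wells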
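Times: 10 min at 25 °C | Test system: Two drug-resistant human cell lines, ABCG2 and ABCB1 | Quantity: 3 million cells/mL final, two lines in 1:1 ratio | Signal: Flow cytometry, 530 nm JC-1 signal | Dosing: Compound at 6.6 µM | Controls: Nicardipine and DMSO wells | Reagent: JC-1 as fluorescent efflux pump substrate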
Bcl-2 Bim block = inhibitors of Bim-Bcl-2 binding, primary screen, biochemical, multiplexed, human Bcl-2 family. Apoptosis regulator Bcl-2 (Homo sapiens), P10415. Bead-based flow cytometry, Bim peptide-Bcl-2 binding. inhibition, % at 10 µM. actives 0.06% (n = 190,000). AID 950, 2007; in the data active = inhibition above about 40%; inconclusive = no clear call, values can overlap the other calls;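 note: 0% = no compound wells with probe peptide and 100% = reference peptide inhibitor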
Target sequence (P10415 whole entry, looked up): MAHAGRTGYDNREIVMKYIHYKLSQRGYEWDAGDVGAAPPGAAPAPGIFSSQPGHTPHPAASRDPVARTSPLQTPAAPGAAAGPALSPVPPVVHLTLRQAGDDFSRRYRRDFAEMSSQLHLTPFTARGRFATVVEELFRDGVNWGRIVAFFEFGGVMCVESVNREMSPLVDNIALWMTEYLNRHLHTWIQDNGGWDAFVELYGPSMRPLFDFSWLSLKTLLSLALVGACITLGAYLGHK
Bim-Bcl-B = inhibitors of Bim-Bcl-B binding, primary screen, biochemical, multiplexed, human Bcl-2 family | Bcl-2-like protein 10 (Homo sapiens), Q9HD36 | bead-based flow cytometry, Bim peptide-Bcl-B binding | inhibition, % at 10 µM | actives 0.073% (n = 190,000) | AID 951, 2007;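 note: 0% = tracer peptide without compound and 100% = reference inhibitor peptide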
Target sequence (Q9HD36 whole entry, looked up): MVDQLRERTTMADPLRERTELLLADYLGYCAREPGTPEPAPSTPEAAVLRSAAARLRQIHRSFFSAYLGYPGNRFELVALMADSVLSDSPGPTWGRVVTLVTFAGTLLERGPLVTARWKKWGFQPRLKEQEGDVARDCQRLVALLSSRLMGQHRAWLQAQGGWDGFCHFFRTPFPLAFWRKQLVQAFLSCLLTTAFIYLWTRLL
Bcl-W Bim block = inhibitors of Bim binding to Bcl-W, primary screen, biochemical, multiplexed, bead-based flow cytometry; AID 952, 2007; Bcl-2-like protein 2 (Homo sapiens), Q92843; Bim peptide-Bcl-W binding; actives 0.02% (n = 190,000); inhibition, % at 10 µM;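 note: 0% = bound tracer without compound and 100% = peptide blocker; higher means less fluorescent Bim peptide bound to Bcl-W beads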
Target sequence (Q92843 whole entry, looked up): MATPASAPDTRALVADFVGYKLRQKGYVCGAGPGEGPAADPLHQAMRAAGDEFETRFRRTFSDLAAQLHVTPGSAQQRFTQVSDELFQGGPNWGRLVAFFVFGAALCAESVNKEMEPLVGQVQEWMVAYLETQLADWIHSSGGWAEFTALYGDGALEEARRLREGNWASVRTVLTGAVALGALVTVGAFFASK
RGS4-Gao reg = modulators of RGS4 binding to Galphao, primary screen, biochemical, multiplexed bead flow cytometry. Guanine nucleotide-binding protein G(o) subunit alpha (Homo sapiens), P09471. actives lie on both sides. binding response (% of control), % at 10 µM. actives 0.33% (n = 220,000). AID 1415, 2008; in the data active = binding response below about 49% or above about 150%; inactive = in between;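 note: fluorescent Galphao activated with aluminum fluoride binding bead-coupled RGS4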
Active calls of the source: *; ? = inconclusive; / = no result given; [ ] = dose if it differs, or a comment. Cut-off read from the data, not from the text of the source, unless noted: active = inhibition above about 40%.

SMILES	RGS8-Gao reg	GSH bead fluor	Bfl-1 Bim block	Bcl-XL Bim block	RGS7-Gao	ABCB1 block	ABCG2 inh	Bcl-2 Bim block	Bim-Bcl-B	Bcl-W Bim block	RGS4-Gao reg
Cc1cc(=O)oc2n[nH]c(-c3ccccc3)c12	97.5	12	-2.0	-4.0	92.7	0.2	1.3	-3.0	-2.0	-1.0	94.5
CCOc1ccccc1-n1c(SCC(=O)Nc2nccs2)nnc1-c1ccoc1C	102.5	53	-2.0	-2.0	104.0	2.3	8.5	-1.0	-2.0	0.0	107.9
Cc1sc(NC(=S)NC(=O)c2ccco2)c(C#N)c1C	98.3	10	-2.0	-4.0	99.5	-0.7	4.3	-3.0	-4.0	-4.0	97.7
CCOC(=O)c1cc2c(=O)n3ccccc3nc2n(CC2CCCO2)c1=NC(=O)/C=C/c1ccccc1 (stereo not drawn)	97.0	15	-3.0	-2.0	?	2.9	11.8	0.0	-4.0	0.0	97.5
O=C1NCC(c2ccccc2)C1C(=O)N/N=C\c1ccc(-c2ccc(Cl)c(Cl)c2)o1 (stereo not drawn)	106.6	61	-4.0	-5.0	103.2	0.5	3.8	-7.0	-7.0	0.0	106.0
c1ccc(-c2cc(-c3nnc4n3N=C(c3ccc5ccccc5c3)CS4)[nH]n2)cc1	100.3	15	0.0	-7.0	99.6	0.7	4.2	-7.0	0.0	-5.0	102.2
CNc1c([N+](=O)[O-])cnn1-c1ccc(C)cc1	99.0	24	-6.0	0.0	99.4	-0.1	-0.7	1.0	-5.0	1.0	99.9
COc1ccccc1Cn1c(=S)[nH]c2cc(C(=O)N3CCN(C)CC3)ccc2c1=O	100.8	15	2.0	0.0	97.9	-0.2	-0.3	-2.0	-7.0	0.0	99.7
COc1ccc(CNC(=O)COc2ccc(C)nc2[N+](=O)[O-])cc1	105.9	16	-4.0	-2.0	101.4	0.9	10.3	0.0	-2.0	-1.0	99.3
Cc1ccc(/C=C/C(=O)NCCCn2ccnc2)cc1	99.2	14	-4.0	-4.0	103.6	-0.7	1.8	-3.0	-3.0	-3.0	102.4
COC(=O)C/C=C/[C@@H](C)[C@@H](/C=N/O[C@H](C)c1cn([C@@H]2COC[C@H]2O)nn1)NS(=O)(=O)c1ccc(C)cc1	102.1	18	0.0	-1.0	100.5	0.8	2.0	-1.0	-2.0	-2.0	99.2
CCCNC(=O)c1cc(-c2ccc(Br)cc2)on1	99.5	5	-15.0	-4.0	96.3	0.0	1.8	-6.0	-4.0	-2.0	97.7
CCCC(=O)Nc1nc2ccc3nc(C)sc3c2s1	103.5	42	-11.0	4.0	104.7	1.6	17.1	-6.0	-7.0	4.0	105.2
FC(F)(F)C(Oc1nc(Nc2ccc(Cl)cc2)nc(N2CCOCC2)n1)C(F)(F)F	100.7	30	1.0	-1.0	96.1	-0.1	6.0	1.0	2.0	0.0	95.5
Cc1ccccc1S(=O)(=O)Cc1ccc(C(=O)N2CCN(C3CCCCC3)CC2)o1	93.7	13	-1.0	-5.0	92.4	-0.3	-1.4	-1.0	-1.0	-5.0	93.5
CCOC(=O)C1=C(CSc2nc(C)cc(C)c2C#N)OC(N)=C(C#N)C1c1cccs1 (stereo not drawn)	100.3	5	0.0	-2.0	97.8	0.3	0.5	3.0	0.0	1.0	102.9
CCOc1ccc(/C(O)=C2/C(=O)C(=O)N(c3nc(C)c(C)s3)C2c2ccco2)cc1 (stereo not drawn)	99.8	30	-10.0	-4.0	94.8	-0.3	0.9	2.0	-6.0	1.0	93.6
COc1ccc(C2OC(=O)CC2C(=O)NCc2ccc(Cl)cc2)cc1OC (stereo not drawn)	84.8	9	-4.0	0.0	94.8	-0.4	0.3	-1.0	-2.0	0.0	93.4
CCN(CC(=O)NC1CCS(=O)(=O)C1)S(=O)(=O)c1ccc2ccccc2c1 (stereo not drawn)	102.3	4	2.0	-3.0	101.9	0.4	-0.5	4.0	-5.0	0.0	102.9
Cc1cc(C)cc(OCC(=O)Nc2ccc3c4c(cccc24)CC3)c1	101.8	23	0.0	1.0	100.1	0.1	1.3	3.0	1.0	1.0	100.7
CCN(CC)C(=O)CSc1nc2ccccc2c(=O)n1CC1CCCCC1	103.4	9	-11.0	2.0	100.3	3.7	8.2	-5.0	-1.0	5.0	103.7
OC(CNCCc1ccc(Cl)cc1)COCc1ccco1 (stereo not drawn)	100.3	51	-3.0	0.0	95.1	0.2	0.5	1.0	-1.0	0.0	96.7
CCOc1ccc2[nH]c(=O)c(C(c3nnnn3Cc3ccco3)N3CCN(C)CC3)cc2c1 (stereo not drawn)	103.3	11	-3.0	-3.0	105.3	0.1	0.2	1.0	0.0	-1.0	102.0
COc1ccc(S(=O)(=O)N(CC(=O)N2CCOCC2)Cc2ccccc2)cc1	98.0	10	-3.0	-6.0	217.0*[activator]	0.5	-1.6	-3.0	-3.0	-6.0	119.4
Cc1cccc(C(C)C)c1NC(=O)c1ccc(COc2ccc3c(C)cc(=O)oc3c2)cc1	104.5	8	0.0	-2.0	104.3	2.1	4.6	0.0	-6.0	0.0	101.8
COc1ccc(C2C(Oc3ccccc3)C(=O)N2c2cc(C)ccc2C)cc1OC (stereo not drawn)	102.2	13	-11.0	-5.0	101.8	0.9	1.4	-6.0	-7.0	1.0	104.1
COc1ccccc1NS(=O)(=O)c1cccc(N2CC(O)=C(c3ccccc3)C2=N)c1	95.1	5	0.0	-3.0	100.9	0.7	5.1	0.0	-7.0	-2.0	99.6
COc1ccc(C(=O)N2CCN(c3ncnc4c(-c5ccccc5)nsc34)CC2)cc1	90.7	34	2.0	-4.0	91.7	1.3	8.9	0.0	0.0	0.0	92.6
Cc1cc(C(=O)OCC(=O)NC(C)c2ccccc2)c(C)o1 (stereo not drawn)	106.1	17	-9.0	-2.0	103.3	0.1	0.5	-9.0	-4.0	-3.0	101.8
Cc1cccc(OCCn2c(=O)sc3ccccc32)c1	100.3	21	-7.0	-13.0	99.1	0.0	-0.1	-49.0	-4.0	-4.0	101.3
Cc1nnc(Sc2cc(NCCCO)c([N+](=O)[O-])c3nonc23)s1	68.3	9	29.0	1.0	?	0.4	3.7	6.0	5.0	5.0	96.4
O=C(CSc1nc2ccsc2c(=O)n1CC1CCC(C(=O)O)CC1)c1ccc(Cl)cc1 (stereo not drawn)	101.5	68	-1.0	-4.0	97.9	0.1	0.1	-1.0	0.0	-4.0	102.7
CCCCOc1ccc(-c2nc(=S)[nH][nH]2)cc1	/	39	-4.0	0.0	99.3	-0.5	3.8	-3.0	-14.0	0.0	92.5
CCOC(=O)C1=C(c2ccccc2)N(C)C(=O)NC1c1ccc(O)c(OC)c1 (stereo not drawn)	98.8	22	0.0	-2.0	101.2	0.0	0.0	-1.0	-2.0	0.0	101.5
CC1CCN(S(=O)(=O)c2ccc(S(=O)(=O)N3CCC4(CC3)OCCO4)cc2)CC1	108.3	9	2.0	1.0	99.6	1.0	4.9	2.0	-2.0	0.0	100.0
Cc1nn(CC(=O)NCc2ccccc2)c(C)c1[N+](=O)[O-]	99.1	23	-11.0	-5.0	97.6	0.3	1.4	-15.0	-7.0	1.0	96.2
Nn1c(COc2ccc(Cl)cc2)nc2ccccc2c1=O	105.6	3	-3.0	-3.0	100.9	0.8	21.3	-2.0	-6.0	-4.0	100.1
C=CCNC(=O)c1snnc1-c1ccccc1	97.3	13	0.0	-1.0	103.4	0.7	2.9	-1.0	1.0	-1.0	103.5
CCOc1ccc(NC(=O)CSc2nnc(C)n2CCCOC)cc1	101.3	50	-12.0	-3.0	97.4	0.5	1.0	-8.0	-8.0	2.0	99.6
CS(=O)(=O)N1CCC(C(=O)c2cccc(Cl)c2)CC1	101.6	16	-12.0	-3.0	102.3	1.9	16.5	-12.0	-4.0	0.0	105.9

4 entries out of the list above, sorted by their value in RGS4-Gao reg, high to low.
Molecule | RGS4-Gao reg
CCN(CC)C(=O)CSc1nc2ccccc2c(=O)n1CC1CCCCC1 | 103.7
CCOc1ccc2[nH]c(=O)c(C(c3nnnn3Cc3ccco3)N3CCN(C)CC3)cc2c1 (stereo not drawn) | 102.0
Nn1c(COc2ccc(Cl)cc2)nc2ccccc2c1=O | 100.1
CCOc1ccc(NC(=O)CSc2nnc(C)n2CCCOC)cc1 | 99.6

(cont.)
SMILES	RGS8-Gao reg	GSH bead fluor	Bfl-1 Bim block	Bcl-XL Bim block	RGS7-Gao	ABCB1 block	ABCG2 inh	Bcl-2 Bim block	Bim-Bcl-B	Bcl-W Bim block	RGS4-Gao reg
CCOC(=O)CSc1ccc2ccccc2n1	98.4	25	-4.0	0.0	?	0.0	-0.2	0.0	-1.0	-2.0	102.0
O=S(=O)(Nc1ncnc2sc3c(c12)CCC3)c1ccc2ccccc2c1	101.5	10	-13.0	-5.0	101.7	-0.2	1.9	-15.0	-12.0	1.0	101.5
COc1ccc(CNc2cc(NCCCO)c([N+](=O)[O-])c3nonc23)cc1	97.9	14	-6.0	0.0	98.1	0.4	5.0	0.0	-1.0	1.0	100.3
CCc1ccc(Oc2nc([N+](=O)[O-])nn2C)cc1	103.7	16	-4.0	-2.0	99.8	0.3	1.1	-4.0	-3.0	0.0	98.9
CS(=O)(=O)N(Cc1ccco1)CC(O)Cn1cc(C=O)c2ccccc21 (stereo not drawn)	103.4	33	-12.0	-6.0	98.5	0.3	3.3	-7.0	-7.0	-2.0	100.8
COc1ccc(CSc2nncn2N)cc1Br	98.6	25	-14.0	1.0	95.2	0.0	0.6	-4.0	-5.0	0.0	101.7
CCOc1ccc(S(=O)(=O)N(C)c2ccc(OCC(=O)Nc3nc4ccccc4s3)cc2)cc1	103.4	10	-6.0	-7.0	100.9	0.0	5.2	-8.0	-9.0	-3.0	102.2
Nc1nc(COc2ccc(F)cc2)nc(N2CCCCC2)n1	100.8	13	-6.0	-7.0	101.3	0.4	3.8	-5.0	-4.0	-4.0	101.5

In a second layout: results already given
| structure | RGS8-Gao reg | GSH bead fluor | Bfl-1 Bim block | Bcl-XL Bim block | RGS7-Gao | ABCB1 block | ABCG2 inh | Bcl-2 Bim block | Bim-Bcl-B | Bcl-W Bim block | RGS4-Gao reg |
| --- | --- | --- | --- | --- | --- | --- | --- | --- | --- | --- | --- |
| CCOC(=O)CSc1ccc2ccccc2n1 | 98.4 | 25 | -4.0 | 0.0 | ? | 0.0 | -0.2 | 0.0 | -1.0 | -2.0 | 102.0 |
| Cc1ccc(/C=C/C(=O)NCCCn2ccnc2)cc1 | 99.2 | 14 | -4.0 | -4.0 | 103.6 | -0.7 | 1.8 | -3.0 | -3.0 | -3.0 | 102.4 |
